Tb MetRS inh: T. brucei MetRS inhibitors, primary screen, biochemical, luminescence; purified T. brucei MetRS, ATP depletion, Kinase-Glo luminescence; inhibition, % at 11.9 µM; 360,000 compounds, 0.4% hits; AID 624268, 2012;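 active = inhibition above a per-plate cutoff of the control wells' mean inhibition plus 3 SD, cut at about 5.5% in these data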;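 also: 0% = DMSO wells median and 100% = median of wells with control inhibitor compound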
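System: purified T. brucei MetRS enzyme / Detection: Kinase-Glo luciferase luminescence reporting remaining unconsumed ATP / Medium: HEPES buffer with MgCl2, KCl, DTT, spermine, BSA, pyrophosphatase / Replication: singlicate, one well per compound / Evaluation: percent inhibition relative to median high and low control wells / Schedule: 2 h aminoacylation at 25 °C after 15 min preincubation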
LMPTP block: LMPTP phosphatase inhibitors, primary screen, biochemical, fluorescence intensity, uHTS | Low molecular weight phosphotyrosine protein phosphatase (Homo sapiens), P24666 | recombinant LMPTP-A, OMFP fluorogenic substrate | inhibition, % at 20 µM | 360,000 compounds, 0.22% hits | AID 651560, 2012;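 active = compounds that cut the enzyme signal by at least half of the control window in the single-dose screen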;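 also: plate controls were DMSO wells with enzyme plus substrate for no effect and substrate without enzyme for full effect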
Target sequence (P24666 whole entry, looked up): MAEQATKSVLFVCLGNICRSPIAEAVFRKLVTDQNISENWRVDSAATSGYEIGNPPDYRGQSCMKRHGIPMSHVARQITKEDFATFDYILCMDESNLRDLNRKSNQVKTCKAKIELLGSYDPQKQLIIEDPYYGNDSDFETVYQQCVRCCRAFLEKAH
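Test system: LMPTP-A phosphatase enzyme. Amount: LMPTP-A at 0.625 nM final in the reaction. Reagent: OMFP substrate, 400 µM final. Times: 50 min at room temperature. Signal: endpoint fluorescence intensity from OMFP dephosphorylation. Read-out basis: % inhibition. Benchmarks: no-enzyme and uninhibited controls.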
DNMT1 block: human DNMT1 methyltransferase inhibitors, primary screen, biochemical, molecular beacon, fluorescence, HinP1I cleavage, uHTS | AID 588458, 2011 | 360,000 compounds, 0.83% hits | inhibition (reported as % activation of signal), % at 10 µM | DNA (cytosine-5)-methyltransferase 1 (Homo sapiens), P26358; in the data active = inhibition above about 50%
Rpn11 block: Rpn11 (PSMD14) deubiquitinase inhibitors, primary screen, biochemical, fluorescence polarization, uHTS. 26S proteasome non-ATPase regulatory subunit 14 (Homo sapiens), O00487. human 26S proteasome, Ub4-pepOG fluorescence polarization; 20S core pre-blocked with epoxomicin. calls only at 20 µM. 360,000 compounds, 0.59% hits. AID 588493, 2011;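 active = inhibition at 20 µM, scaled to each plate's controls, above about 33%, limit read from the data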
SUMO1-SIM PPI: modulators of SUMO1 protein-protein interactions, primary screen, biochemical, uHTS | AID 602429, 2012 | Small ubiquitin-related modifier 1 (Homo sapiens), P63165 | 360,000 compounds, 0.33% hits | SUMO1 binding to a labelled peptide, TR-FRET, 1 h | inhibition, % at 20 µM; in the data active = inhibition above about 37%
Target sequence (P63165 whole entry, looked up): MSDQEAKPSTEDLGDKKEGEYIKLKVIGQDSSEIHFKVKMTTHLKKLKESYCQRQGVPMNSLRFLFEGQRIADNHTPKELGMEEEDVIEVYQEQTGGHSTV
NadD block: inhibitors of S. aureus NadD, primary screen, biochemical, colorimetric, uHTS | Nicotinate-nucleotide adenylyltransferase NadD (Staphylococcus aureus N315) | purified NadD enzyme, colorimetric absorbance read-out | inhibition, % at 20 µM | 360,000 compounds, 0.78% hits; in the data active = inhibition above about 26%; also: some compounds past the cut are filed as inactive
CSN inh: inhibitors of CSN-mediated cullin deneddylation, primary screen, biochemical, fluorescence polarization, uHTS. COP9 signalosome complex subunit 5 (Homo sapiens), Q92905. inhibition, % at 12.5 µM. Purified CSN, SCF-Nedd8-OG deneddylation. 360,000 compounds, 0.38% hits;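 active = pattern-corrected inhibition above about 35%, with an unprinted fluorescence ratio check between 0.5 and 1.5, limit read from the data, passing the limit was not always enough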;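 also: 0% = enzyme with substrate and 100% = substrate without enzyme; some results filed as inactive read as strong as hits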
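Assay system: purified human Csn5 enzyme expressed in HEK293T cells; Input: 0.24 nM Csn5 enzyme, final concentration; Reagent: 10 nM SCFSkp2-Nedd8OG; Compound dosing: 12.5 µM single point; Times: reaction 90 min, room temperature; Technique: fluorescence polarization readout.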
Scp-1 inhibitor: Scp-1 phosphatase inhibitors, primary screen, biochemical, colorimetric, uHTS; Carboxy-terminal domain RNA polymerase II polypeptide A small phosphatase 1 (Homo …; Recombinant Scp1, phosphopeptide, malachite green phosphate absorbance; inhibition, % at 20 µM; 340,000 compounds, 0.88% hits; AID 493091, 2011;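 active = inhibition above about 50% at 20 µM, limit read from the data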;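 also: plate controls were DMSO wells with enzyme for no effect and wells lacking enzyme for full effect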
Target sequence (Q9GZU7 76-261 limits assumed): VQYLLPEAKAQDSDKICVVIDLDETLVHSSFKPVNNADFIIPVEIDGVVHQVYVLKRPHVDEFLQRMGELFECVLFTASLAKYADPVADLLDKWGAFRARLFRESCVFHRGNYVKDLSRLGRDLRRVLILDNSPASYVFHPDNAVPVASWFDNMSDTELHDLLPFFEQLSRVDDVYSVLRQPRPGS
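Test system: SCP-1 phosphatase catalytic domain, residues 76-261; measured by: colorimetric phosphate reagent with accelerator and stabiliser, absorbance at 630 nm; timing: enzyme reaction 45 min at room temperature, colour 5 min, stabilisation 30 min; also added: Phosphorylated 17-residue peptide substrate; compound dosing: one concentration, 20 µM, with 1.0% DMSO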
MsrA inhibitor: bovine MsrA enzyme inhibitors, primary screen, biochemical, absorbance, HTS. purified bovine MsrA, absorbance read-out. inhibition, % at 15.5 µM. 360,000 compounds, 0.75% hits. AID 651718, 2012; in the data active = inhibition above about 4.5%;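 also: 0% = vehicle wells with enzyme and 100% = reference inhibitor wells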
STEP inh: STEP phosphatase inhibitors, primary screen, biochemical, fluorescence intensity, uHTS; Tyrosine-protein phosphatase non-receptor type 5 (Homo sapiens), P54829; inhibition, % at 20 µM; 360,000 compounds, 0.25% hits; recombinant STEP, OMFP fluorogenic substrate;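 active = inhibition at 20 µM, scaled per plate between control wells, above about 37%, limit read from the data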;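 also: 0% = DMSO with enzyme and substrate and 100% = substrate only without enzyme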
Target sequence (P54829 whole entry, looked up): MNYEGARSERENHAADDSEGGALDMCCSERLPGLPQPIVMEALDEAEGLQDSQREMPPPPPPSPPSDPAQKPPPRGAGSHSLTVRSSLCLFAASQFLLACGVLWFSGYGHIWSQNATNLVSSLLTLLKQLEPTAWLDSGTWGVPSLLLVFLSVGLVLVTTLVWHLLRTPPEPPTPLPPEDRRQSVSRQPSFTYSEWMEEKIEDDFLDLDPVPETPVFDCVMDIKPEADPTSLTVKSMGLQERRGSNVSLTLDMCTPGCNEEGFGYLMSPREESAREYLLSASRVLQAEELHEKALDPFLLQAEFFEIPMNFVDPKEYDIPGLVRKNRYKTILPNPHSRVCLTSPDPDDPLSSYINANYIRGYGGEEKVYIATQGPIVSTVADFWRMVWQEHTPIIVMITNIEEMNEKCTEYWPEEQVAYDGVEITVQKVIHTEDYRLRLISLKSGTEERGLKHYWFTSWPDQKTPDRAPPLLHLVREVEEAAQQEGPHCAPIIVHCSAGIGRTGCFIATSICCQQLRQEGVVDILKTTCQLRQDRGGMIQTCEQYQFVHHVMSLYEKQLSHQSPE
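Assay system: isolated STEP enzyme. Buffer or medium: pH 6.0 Bis-Tris with DTT and Tween 20. Also added: fluorogenic phosphatase substrate OMFP at 25 µM final. Dosing: 20 µM, 1% DMSO. Timing: 20 min reaction, room temperature, in the dark. Measured by: fluorescence intensity, excitation 480 nm, emission 540 nm. Evaluation: normalized % inhibition.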
* hit, by the source's call; i = inactive; nt = no result given; & = joins results of further samples. Random draw from the library; 3.9% or so of the library scored in one or more.

SMILES	Tb MetRS inh	LMPTP block	DNMT1 block	Rpn11 block	SUMO1-SIM PPI	NadD block	CSN inh	Scp-1 inhibitor	MsrA inhibitor	STEP inh
COc1ccc(C(=O)N2CCN(c3nc4cc(C)cc(C)c4cc3C#N)CC2)cc1	0.0	4.2	-4	i	-334	5	7	nt	0.7	0
Cc1ccc(S(=O)(=O)NCC(=O)OCC(=O)N2C(C)CCCC2C)cc1 (stereo not drawn)	-0.4	0.0	-5	i	0	3	-4	-4	0.3	-1
CCOC(=O)c1c(NC(=O)CN2CCC(C)CC2)sc(C)c1C	-0.6	1.6	5	i	2	6	6	-6	-1.1	3
CC(C)c1ccc(NC(=O)CSc2n[nH]c(=O)n2C2CC2)cc1	-0.4	-2.9	2	i	0	-4	2	-6	0.1	1
O=C(CSc1nnnn1-c1ccc(Cl)c(C(=O)O)c1)NC(c1ccccc1)c1ccccc1	-0.3	-2.1	1	i	2	-3	-1	-5	-0.4	7
COc1cc(CN2CCN(C(=O)CC(C)C)CC2)cc(OC)c1OC	-0.5	-2.3	2	i	-2	1	-2	-8	0.0	2
COc1cc(OC)cc(C(=O)Nc2ccc(S(=O)(=O)Nc3ccccn3)cc2)c1	-0.5	0.2	0	i	-17	-3	0	-6	-1.9	4
C/C(=N\NC(=O)c1nnn(-c2nonc2N)c1C)c1ccc(-c2ccccc2)cc1	0.1	-0.8	13	i	4	12	-1	1	-0.6	-1
COc1ccc(C(C(=O)NCC2CCCO2)N(Cc2ccco2)C(=O)c2snc(C(N)=O)c2N)cc1OC (stereo not drawn)	0.1	-0.3	0	i	-10	-2	1	-10	1.2	1
CC(=O)Oc1ccc(Cn2c(C)c(C(=O)N(C)Cc3ccc(F)cc3)sc2=O)cc1	0.4	0.2	3	i	0	4	2	nt	-0.6	0
O=C(Nc1nc2ccccc2[nH]1)c1ccccc1	-0.6	-0.1	1	i	2	1	5	8	0.6	-2
CCOC(=O)NC1CCS(=O)(=O)C1 (stereo not drawn)	-0.2	-0.5	0	i	0	-3	0	-2	0.3	-2
CN(Cc1ccccc1)CC(O)COc1ccc(CNCc2ccc(Cl)s2)cc1 (stereo not drawn)	-0.5	3.5	-1	i	-1	-8	3	-5	-0.9	-1
Cc1ccc(CSc2nnc(-c3cccnc3)n2N)cc1	0.4	-1.9	0	i	-1	4	1	-7	-0.7	0
CCCCC[C@H](C)N1C[C@@H](COCc2ccccc2)Oc2cc(N3CCC[C@H]3COC)ccc2S1(=O)=O	-0.1	4.6	nt	nt	2	-4	-3	nt	0.0	nt
Cc1c(C(=O)N2CCCC(C(F)(F)F)C2)oc2ccccc12 (stereo not drawn)	-0.7	1.0	0	i	0	7	-4	-3	1.4	-5
CCOC(=O)C1CCCN(C(=O)CN2C(=O)C(CC)Oc3ccc(C)cc32)C1 (stereo not drawn)	-0.3	-1.1	1	i	-2	1	0	-1	-0.1	-4
COc1ccc(NS(=O)(=O)c2ccc(NC(=O)C(C)(C(F)(F)F)C(F)(F)F)cc2)nn1	0.4	-1.8	0	i	3	8	-4	-10	-0.5	1
O=C(CN1C(=O)NC2(CCCCCCC2)C1=O)N1CCOCC1	0.6	-1.0	14	i	1	-2	4	-1	nt	4
CC(=O)OC1COC(n2ccc3ccccc32)C(OC(C)=O)C1OC(C)=O (stereo not drawn)	0.7	-1.3	-1	i	0	4	5	2	-0.8	-2
COc1ccc(C2=NOC(Cn3nc(C(=O)NCc4ccccc4OC)cc3-c3ccccc3)C2)cc1 (stereo not drawn)	-0.3	4.6	-6	i	2	-5	3	-10	1.5	8
O=C(Nc1ccc2c(c1)OCCO2)c1cccc(S(=O)(=O)N2CCCCC2)c1	-0.6	1.1	-8	i	6	-13	-6	-3	0.1	-1
Cc1nnc(Oc2ccccc2F)c2ccccc12	-0.2	8.9	16	i	-4	-7	2	3	-1.1	1
O=C1c2ccccc2[C@@H]2C[C@H]3O[C@H]3CCN12	-1.9	-1.7	5	i	0	-5	-3	-7	-0.7	-2
CCn1c(SCC(=O)Nc2cc(C)on2)nc2c(c1=O)SC(C)C2 (stereo not drawn)	-1.3	0.3	-2	i	-6	0	6	-2	3.2	0
O=C(CSc1n[nH]c(-c2ccccn2)n1)Nc1ccccc1	-0.4	-2.1	3	i	4	0	3	-10	0.2	3
O=C1c2ccccc2-c2ncnc3c(N4CCOCC4)cc(N4CCOCC4)c1c23	-0.3	6.7	-10	i	-24	4	-4	-3	0.3	4
COc1ccc(CN(C)C(=O)/C=C/[C@H]2O[C@@H](n3cnc4c(N)ncnc43)[C@H](O)[C@@H]2O)cc1OC	0.6	0.0	5	i	2	-3	3	nt	0.5	-2
CC1(C)O[C@H]2CC(=O)OC[C@]23[C@H]2CC[C@@]4(C)[C@H](c5ccoc5)OC(=O)[C@H]5O[C@]54[C@]2(C)[C@@H](O)C[C@@H]13	-0.2	-0.3	2	i	3	-1	-2	0	-0.9	-4
Cc1cccc(CNc2ncnc3ccc(-c4ccc5c(c4)OCCO5)cc23)c1	-0.2	1.5	-5	i	9	10	-2	9	0.0	0

Compounds above with a Cl atom:
SMILES	Tb MetRS inh	LMPTP block	DNMT1 block	Rpn11 block	SUMO1-SIM PPI	NadD block	CSN inh	Scp-1 inhibitor	MsrA inhibitor	STEP inh
O=C(CSc1nnnn1-c1ccc(Cl)c(C(=O)O)c1)NC(c1ccccc1)c1ccccc1	-0.3	-2.1	1	i	2	-3	-1	-5	-0.4	7
CN(Cc1ccccc1)CC(O)COc1ccc(CNCc2ccc(Cl)s2)cc1 (stereo not drawn)	-0.5	3.5	-1	i	-1	-8	3	-5	-0.9	-1

The listing continues.
SMILES	Tb MetRS inh	LMPTP block	DNMT1 block	Rpn11 block	SUMO1-SIM PPI	NadD block	CSN inh	Scp-1 inhibitor	MsrA inhibitor	STEP inh
NS(=O)(=O)c1cc2c(cc1Cl)NC(Cc1ccccc1)NS2(=O)=O (stereo not drawn)	-0.9	-0.8	-1	i	-2	-2	6	-4	1.5	-1
CC(N)C12CC3CC(CC(C3)C1)C2 (stereo not drawn)	0.4&-0.2	-2.2&-1.2	1&2	i	2&-3	3&4	-1&-2	-11&-6	-1.0&2.4	-1&-1
Cc1ccc(S(=O)(=O)N/N=C/c2cn(C)nc2C)cc1	-0.8	-1.5	-2	i	2	-5	-4	-3	-0.6	-3
CCn1c(C)nc2cc(C(=O)NNC(=S)Nc3ccc(Cl)cc3Cl)ccc21	0.0	-0.4	-6	i	3	4	-8	-2	0.5	0
CC(OC(=O)CCCc1c[nH]c2ccccc12)C(=O)Nc1ccc(S(N)(=O)=O)cc1 (stereo not drawn)	0.1	2.3	-6	i	5	-4	4	-7	-0.1	0
CCCCc1nnc(NC(=O)C2CCCO2)s1 (stereo not drawn)	-0.6	-2.0	0	i	-3	0	11	0	0.5	-1
CCc1nc2sc(C(=O)O)c(N)c2c2c1CCCC2	-0.1	-0.3	1	i	8	-2	6	3	0.1	0
Fc1ccc(CCn2c(Cn3c(-c4cnccn4)nc4ccccc43)nc3ccccc32)cc1	-0.4	2.2	nt	nt	-7	9	2	nt	0.2	nt
CN(C1CCCCC1)S(=O)(=O)c1ccc(NC(=O)CCC(=O)O)cc1	-1.0	-1.0	-3	i	10	-3	7	-11	-0.9	1
Cc1nn2c(NCc3ccccn3)c3c(nc2c1-c1ccccc1)CCC3	-0.5	3.7	0	i	12	3	1	-2	-0.3	2
CCCCCC(=O)Nc1ccc(Cl)cn1	-1.8	-2.0	1	i	2	-1	2	-3	0.3	-2
CN(C)S(=O)(=O)c1ccc(NC(=O)COC(=O)Cn2[nH]c(=O)c3ccccc3c2=O)cc1	-0.7	-1.2	0	i	3	-2	-1	-1	-1.1	1
CCc1nc2c(OCc3ccc(C(F)(F)F)cc3)cccn2c1N(C)C(C)=O	-0.3	0.2	-1	i	6	0	-10	nt	-0.7	3
CCOc1cc(NC(=S)NCCCN2CCOCC2)c(OCC)cc1NC(=O)c1ccc(OC)cc1	0.3	-2.3	-2	i	5	-6	6	-2	2.2	0
O=C(c1c(F)cccc1F)N(Cc1ccccn1)C1CCCC1	-0.8	-0.7	2	i	1	5	0	-4	nt	0
CC(C)Oc1ccc(C(=O)/C=C2/C(=O)Nc3ccccc32)cc1	-0.3	0.6	-5	i	-13	-9	6	-11	0.5	-2
Cn1cnnc1Sc1ccc(C(=O)NCCC(c2ccccc2)c2ccccc2)cc1[N+](=O)[O-]	0.3	1.2	-11	i	-22	17	1	11	0.8	1
O=C(Cc1ccc2c(c1)CCCC2)Nc1ccc2ccccc2c1	-0.9	2.1	-20	i	0	1	1	-17	-0.5	0
Nc1nc2nccc(-c3cccnc3)n2n1	-1.1	2.6	6	i	-6	3	-11	5	0.3	2
CCCN(Cc1cc2cc(C)ccc2[nH]c1=O)C(=O)c1cccc([N+](=O)[O-])c1	0.3	-1.1	2	i	16	-6	3	-2	1.2	2
Cc1cc(C)nc(SCc2ccc(C(=O)N/N=C3\CCCC(=O)C3)cc2)n1	-0.2	1.0	-1	i	4	7	-1	-1	1.9	-1
CN(C)C(=O)N1CCC(C(=O)NCc2cccs2)CC1	-0.1	-2.2	3	i	14	6	-2	-9	1.1	0
O=S(=O)(NCc1ccc(C(F)(F)F)cc1)c1ccc(-n2cnnn2)cc1	-0.1	-2.0	-1	i	2	-1	1	0	0.6	-2
CCC(C)(C)C1CCc2[nH]nc(C(=O)NCC3CC3)c2C1 (stereo not drawn)	-0.2	1.0	1	i	6	-4	2	-2	0.3	-2
Cc1cc([N+](=O)[O-])nn1Cc1ccc(F)cc1	0.4	0.4	2	i	-9	0	-4	-11	0.2	3

Screening results as filed in PubChem.
